USP2a inh – USP2a (human) protease inhibition; O75604; USP2 core, Ub-CHOP2 coupled fluorogenic reporter, 485/531; Potency, µM (doses to about 38.3 µM), inactives show top-dose activity change, negative = inhibition, usual class: inhibitors; hit rate 0.01% among 330,000;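 note: potency is the fitted concentration of half-maximal effect; plate controls were DMSO wells for no effect and full inhibition by NEM control for full effect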
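Deubiquitinase activity read as fluorescence (485/531 nm) after Ub-CHOP2 cleavage activates the enterokinase reporter on its substrate; USP2 core 10nM, Ub-CHOP2 and substrate 25nM each, 30min compound preincubation then 60min RT; data normalized to NEM, curves fitted.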
GALK inh – galactokinase (human) inhibition; hit rate 0.007% among 270,000; P51570; AID 1868; Potency, µM (doses to about 57.5 µM), for the others: at the top dose activity change, negative = inhibition, hits mostly inhibitors; Purified GALK, Kinase-Glo residual ATP luminescence; note: potency is the fitted concentration of half-maximal effect; % is set by controls: 0 for no effect and ±100 for the full control effect
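Human GALK (5 nM) with 35 uM ATP and 100 uM galactose in 20 mM HEPES pH 8.0, 5 mM MgCl2, 60 mM NaCl, 1 mM DTT, 0.01% BSA. After 1 h at room temperature, leftover ATP was read by Kinase-Glo Plus luminescence.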
PKM2 activator – activators of human pyruvate kinase M2 | P14618 | purified PKM2, Kinase-Glo ATP luminescence, activation; response scale: 0% is enzyme alone, no compound | Potency, µM (top dose mostly 57.5 µM), for inactives: at the top dose activation, hits mostly activators | hit rate 0.34% among 260,000 | AID 1631; note: potency is the fitted concentration of half-maximal effect; % is set by controls: 0 for no effect and ±100 for the full control effect; nearly all actives have a fitted effect of over 55% in size
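Purified hPK-M2 (>95%) run at intermediate activity with 0.1 mM ADP and 0.5 mM PEP in 50 mM imidazole pH 7.2, KCl, MgCl2; 1 h room temperature. ATP formed read by Kinase-Glo luminescence; normalized to uninhibited and no-enzyme controls.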
TSHR antag – human thyrotropin receptor antagonism. P16473. TSHR-expressing cells, TSH-stimulated cAMP HTRF, 2 h; stronger effect = lower value. activity change, negative = inhibition, % at 11.5 µM. hit rate 0.2% among 330,000. AID 504810;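 active = activity change below a set negative limit, meaning inhibition stronger than a set level, cut at about -70% in these data; inconclusive = activity change between two set negative limits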; note: % is set by controls: 0 for no effect and ±100 for the full control effect
Target sequence (P16473 whole entry, looked up): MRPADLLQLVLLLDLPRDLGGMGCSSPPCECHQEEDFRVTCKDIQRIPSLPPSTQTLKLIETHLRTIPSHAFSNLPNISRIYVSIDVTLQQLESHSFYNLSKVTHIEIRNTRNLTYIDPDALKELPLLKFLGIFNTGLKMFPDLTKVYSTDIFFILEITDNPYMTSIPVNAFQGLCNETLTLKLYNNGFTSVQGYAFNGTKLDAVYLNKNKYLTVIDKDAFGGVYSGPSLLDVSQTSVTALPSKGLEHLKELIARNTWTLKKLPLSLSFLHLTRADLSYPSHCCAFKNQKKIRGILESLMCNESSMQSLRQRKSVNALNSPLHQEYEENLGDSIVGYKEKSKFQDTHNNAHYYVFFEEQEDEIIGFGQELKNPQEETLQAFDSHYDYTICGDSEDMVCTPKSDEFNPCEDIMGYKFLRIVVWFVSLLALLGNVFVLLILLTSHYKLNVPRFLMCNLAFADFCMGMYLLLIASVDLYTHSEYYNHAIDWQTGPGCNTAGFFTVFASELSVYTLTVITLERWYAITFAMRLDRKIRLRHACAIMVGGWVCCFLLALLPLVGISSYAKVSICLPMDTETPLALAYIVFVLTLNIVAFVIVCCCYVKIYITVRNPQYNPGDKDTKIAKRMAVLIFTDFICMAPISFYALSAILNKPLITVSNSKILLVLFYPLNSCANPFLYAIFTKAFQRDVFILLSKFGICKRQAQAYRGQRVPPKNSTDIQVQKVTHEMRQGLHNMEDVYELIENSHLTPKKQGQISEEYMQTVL
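Antagonism was scored as loss of TSH-driven cAMP in TSHR cells, stimulated with 4nM TSH (EC80) for 2 hours at 37 deg C and detected by homogeneous HTRF competition immunoassay.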
Eya2 phos inh – Eya2 (human) phosphatase inhibition. AID 488837. hit rate 0.006% among 330,000. Potency, µM (titrated, usually from 76.9 µM), for the others: at the highest dose activity, negative = inhibition, usual class: inhibitors. recombinant Eya2, OMFP fluorescence dephosphorylation (OMFP is methylfluorescein phosphate). O00167; note: potency is the fitted concentration of half-maximal effect; % is set by controls: 0 for no effect and ±100 for the full control effect
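Eya2 (0.2 uM) preincubated 10 min at ambient with compound, then OMFP substrate added at 50 uM; 10 min reaction in 50 mM HEPES pH 7.5, 50 mM NaCl, 5 uM MgCl2, 0.05% BSA, 1 mM DTT. Fluorescence read at Ex 485/Em 525 nm.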
hERG WT inh – inhibitors of human wildtype KCNH2 potassium channel | Q12809 | U2OS, BacMam KCNH2, thallium flux FluxOr; stronger effect = lower value | activity change, % at 1.84 µM | hit rate 0.37% among 340,000;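 active = maximum activity change below -70%; inconclusive = maximum activity change between -70% and -50%; inactive = maximum activity change above -50%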; note: % is set by controls: 0 for no effect and ±100 for the full control effect
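U2OS cells were transduced with wild-type KCNH2 virus (2.03 x 10^8 / mL) for 4 h at room temperature, then cultured overnight at 37 C. Thallium flux was read with FluxOr dye. Rate constants were normalized to DMSO controls.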
Chronic BCR inh – blocks chronic active B-cell receptor signaling. ABC-DLBCL IkBa-CBG/CBR reporter, luminescence ratio, 4 h. Potency, µM (titrated, usually from 46.1 µM), without a hit: top-dose ratio change, negative = lower green/red ratio, actives largely listed as inhibitors. hit rate 0.05% among 340,000; active = well fitted inhibition curve with a large enough effect in the signal ratio, with a control signal flat, not every such curve was filed as active; inconclusive = small, poorly fitted or top-dose-only effect, or effect the other way, or a change in a side signal; the % refers to the signal ratio;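 note: potency is the fitted concentration of half-maximal effect; plate controls were basal doxycycline-induced cells for no effect and cells given 10 µM MG132 for full effect; MG132 reads +100%, hits lower the ratio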
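Cell line TMD8 (human ABC DLBCL), stably expressing tet-inducible CBG68-IkBa fusion and CBR; IMDM/0.5% FBS; cpd up to 46 uM; dox induction, 4 h, 37C/5% CO2; dual luminescence; green/red ratio; MG132 control.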
MBNL1-CUG inh – MBNL1-poly(CUG) RNA binding inhibition | Potency, µM (doses to about 57.5 µM), inactives show at the highest dose activity change, negative = inhibition, usual class: inhibitors | Q9NR56 | hit rate 0.036% among 280,000 | TR-FRET MBNL1-His/biotin-(CUG)12 binding, 665/545 ratio | AID 2675; active = well fitted inhibition curve with a large enough effect in the signal ratio, with a control signal flat, not every such curve was filed as active; inconclusive = small, poorly fitted or top-dose-only effect, or effect the other way, or a change in a side signal; inactive = no such curve, though single readings can be large or run the other way; the % refers to the signal ratio; note: potency is the fitted concentration of half-maximal effect; % is set by controls: 0 for no effect and ±100 for the full control effect
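Compound titration spanned 92 nM–58 uM against the MBNL1-His/biotin-(CUG)12 complex. After 60 min at room temperature with 5 nM streptavidin-XL665 and 0.055 ng/ul terbium anti-His, ratiometric 665/545 nm emission (Ex 340 nm) normalized to controls.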
Mito fusion yeast – mitochondrial division inhibition or fusion activation; hit rate 0.23% among 320,000; Potency, µM (highest dose often 46.1 µM), without a hit: at the top dose growth rescue (activation), hits mostly activators; AID 485298; S. cerevisiae fusion-defective mutant growth rescue, CellTiterGlo 48 h;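 note: potency is the fitted concentration of half-maximal effect; % of control where 0% means no effect; nearly all actives have a fitted effect of over 45% in size; temperature-sensitive fusion mutants such as fzo1-1 at 37 °C on non-fermentable ethanol glycerol medium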
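Luminescent cell viability in 1536-well qHTS format served as the measure of rescued growth in ts fusion-mutant S. cerevisiae cultured on non-fermentable YPEG for 48 hours at 37C.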
S-ASM inh – blocks human secretory acid sphingomyelinase | P17405 | placental ASM, HMU-PC fluorogenic substrate, 60 min | Potency, µM (top dose mostly 57.5 µM), for inactives: top-dose activity change, negative = inhibition, most hits filed as inhibitors | hit rate 0.006% among 340,000 | AID 504937; note: potency is the fitted concentration of half-maximal effect
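Fluorogenic HMU-PC substrate (9 uM final) is turned over by placental ASM in 60 min at 37 C after a 10 min compound preincubation. Reaction ended by alkaline stop (pH 10), with fluorescence read at 386/447 nm.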
Menin-MLL TR inh – displaces Texas Red mutant MLL peptide from human menin; hit rate 0.23% among 270,000; AID 1768; Menin + Texas Red MLL mutant peptide, fluorescence polarization; Potency, µM (series often up to 61.6 µM), for the others: at the top dose FP activity change, negative = inhibition, usual class: inhibitors; O00255; active = well fitted inhibition curve with a large enough effect in the polarisation, with a control signal flat, not every such curve was filed as active; inconclusive = small, poorly fitted or top-dose-only effect, or effect the other way, or a change in a side signal; inactive = no such curve, though single readings can be large or run the other way; the % refers to the polarisation; note: potency is the fitted concentration of half-maximal effect; % of control where 0% means no effect; many of its hits are not listed in these tables
* marks the source's active call; other numbers are inactive results; u = inconclusive; x = not tested or not shown; [ ] = another dose, or the depositor's remark. Unless noted, calls come from the whole dose curve; as a rule, active = well fitted curve in the direction sought with a large enough effect; inconclusive = small, poorly fitted or top-dose-only effect, or another doubt; inactive = no such curve, though single readings can be large; an effect the other way counts as inactive or inconclusive.

SMILES	USP2a inh	GALK inh	PKM2 activator	TSHR antag	Eya2 phos inh	hERG WT inh	Chronic BCR inh	MBNL1-CUG inh	Mito fusion yeast	S-ASM inh	Menin-MLL TR inh
COc1cc(/C=C/C(=O)NCc2nc3ccccc3[nH]2)cc(OC)c1OC	-1.2%	0.0%	1.0%	-2.4	-0.5%	2.3	23.6%	x	6.0%	7.9%	x
Nc1nc2c(s1)C(=O)CC(c1ccccc1)C2 (stereo not drawn)	2.8%	0.7%	-0.9%	0.6	-17.4%	-16.0	-3.7%	0.0%	-1.9%	-1.6%	3.5%
CCOC(=O)Cn1nc(Cc2ccccc2)c2ccccc2c1=O	-2.5%	4.9%	-10.0%	28.9	2.7%	-1.1	-14.8%	3.8%	-3.8%	-0.9%	17.1%
O=C(Cn1nc(-c2ccccc2)c2ccccc2c1=O)NN1CCOCC1	3.0%	-0.3%	-7.7%	5.5	2.2%	5.3	0.3%	0.7%	-0.3%	1.1%	x
CN(c1ccccc1)S(=O)(=O)c1cc(C(=O)NCCCn2ccnc2)ccc1Cl	1.6%	x	x	-2.0	24.0%	1.6	-0.1%	x	1.4%	-0.9%	x
Cc1ccc(CNC(=O)CCNC(=O)Cn2ccc3ccccc3c2=O)o1	-0.2%	-0.8%	u	6.7	-15.8%	-2.2	-7.8%	-0.6%	0.5%	-0.5%	-5.8%
CCOC(=O)C1CCCN(C(=O)c2sc3nc(C)nc(N(CC)CC)c3c2C)C1 (stereo not drawn)	0.7%	0.8%	6.6%	-10.1	-8.0%	-1.2	u	19.3%	6.1%	-1.7%	2.3%
CC1CCN(S(=O)(=O)c2ccc(S(=O)(=O)N3CCC4(CC3)OCCO4)cc2)CC1	2.5%	x	-4.5%	-3.8	-3.0%	-1.1	1.7%	-16.5%	-0.3%	2.7%	0.7%
CC(CN1C(C)CCCC1C)OC(=O)c1cccc(Br)c1 (stereo not drawn)	0.2%	-0.3%	x	-6.5	14.3%	32.7	0.2%	-4.5%	6.6%	-0.1%	-4.1%
CC(=O)Nc1cccc(NS(=O)(=O)c2cc3c4c(c2)CCN4C(=O)CC3)c1	-1.3%	x	x	-9.0	15.2%	4.2	u	x	3.3%	1.9%	x
COc1ccc2cnnc(SCC(=O)Nc3ccc(C(C)=O)cc3)c2c1OC	0.4%	-2.1%	-2.1%	2.9	-2.5%	-9.4	0.7%	9.4%	-3.3%	1.6%	9.4%
CCCc1cc(=O)oc2cc(OCC(=O)N3C[C@H]4C[C@@H](C3)c3cccc(=O)n3C4)c(Cl)cc12	-1.4%	x	-0.1%	-12.2	8.4%	-0.2	12.1%	-3.6%	1.2%	-1.2%	8.8%
COC(=O)c1cc(OC)c(OC)cc1NC(=O)C(C)Sc1ccc(C)cc1 (stereo not drawn)	3.0%	0.8%	1.2%	-7.9	-4.0%	-5.8	u	1.7%	10.7%	-12.1%	-7.6%
Nc1nnc(CSCc2cccc(Br)c2)s1	2.9%	-0.1%	0.3%	-18.2	0.0%	15.6	-3.3%	-0.8%	-1.7%	-0.8%	-1.2%
CCCCN(CCCC)CCCNC(=O)CN1C(=O)COc2ccc(S(=O)(=O)N3CCC(C)CC3)cc21	1.6%	7.5%	1.6%	27.4	8.7%	11.8	-3.5%	-14.2%	9.5%	5.2%	u
O=C(NNC(=S)NC(=O)C12CC3CC(CC(C3)C1)C2)c1ccncc1	-3.0%	1.7%	-1.4%	12.5	-30.4%	-4.4	-6.8%	4.5%	-21.1%	30.1%	11.2%
O=C(CSCc1ccccn1)Nc1ccccc1	3.6%	0.1%	1.9%	-0.9	u	-18.5	u	-0.9%	-3.0%	6.7%	27.2%
S=C(NCCCN1CCOCC1)Nc1cccc(Cl)c1	2.0%	-2.5%	1.3%	-2.0	15.3%	-5.9	0.2%	2.0%	-3.5%	11.1%	-0.9%
O=C1NC(=Nc2cccnc2)S/C1=C/c1ccc(F)cc1	0.8%	x	-19.0%	-3.3	-26.6%	-2.7	5.9%	-2.2%	1.3%	-5.4%	x
O=C(Nc1ccc2ccccc2c1)c1cccnc1	-1.5%	-1.8%	9.5%	40.5	-9.7%	1.1	u	15.8%	3.1%	-1.0%	u
CCCCn1c(N)c(N(CC)C(=O)c2ccc(C)cc2)c(=O)[nH]c1=O	2.3%	5.7%	-1.9%	2.2	-0.2%	3.5	-13.6%	-0.9%	-11.2%	5.7%	3.1%
O=C(C1CCCC1)N1CCN(S(=O)(=O)c2ccc(F)cc2)CC1	1.1%	x	x	-2.8	4.5%	15.1	1.1%	-0.9%	1.4%	2.7%	-4.1%
Cc1cc(C)c(COc2ccc(/C=N/n3c(C)n[nH]c3=S)cc2)c(C)c1	-9.5%	-1.1%	-4.4%	0.3	-6.2%	3.1	u	x	2.9%	-5.7%	-1.6%
COc1ccc(C(=O)Nc2ccc(Cl)cc2F)cc1S(=O)(=O)N1CCCC1	-0.1%	x	x	-1.5	-5.2%	3.6	1.8%	x	1.1%	-1.3%	x
Cc1[nH]n(-c2cccc3ccccc23)c(=O)c1/C=N/c1sc2c(c1C#N)CCC2	-5.0%	0.7%	-1.1%	1.8	26.4%	-5.1	1.5%	-7.2%	-10.1%	3.0%	u
(next part)
SMILES	USP2a inh	GALK inh	PKM2 activator	TSHR antag	Eya2 phos inh	hERG WT inh	Chronic BCR inh	MBNL1-CUG inh	Mito fusion yeast	S-ASM inh	Menin-MLL TR inh
O=S1(=O)c2ccc(Br)cc2N2CCC[C@@H]2CN1Cc1ccccc1	2.2%	x	x	-7.3	6.3%	-6.4	u	x	x	-10.8%	x
Cn1c(=O)c2c(SCc3ccccc3)nc(-c3ccco3)nc2n(C)c1=O	2.4%	0.2%	1.5%	9.9	4.1%	x	4.0%	10.3%	-4.8%	x	8.9%
CC(C)CN(C(=O)CN1C(=O)C2CCCCC2C1=O)c1c(N)n(Cc2ccccc2)c(=O)[nH]c1=O (stereo not drawn)	0.5%	-3.4%	-5.0%	-2.4	1.0%	-5.3	2.7%	0.2%	-0.1%	0.4%	x
COc1ccc(-c2cc(C(=O)NCC3CCCO3)on2)cc1OC (stereo not drawn)	-1.6%	0.1%	x	4.4	-0.8%	-1.3	-0.6%	-1.7%	-22.9%	-0.8%	-2.5%
Cc1nc(C)c(C(=O)OCC(=O)N(C)c2ccccc2)s1	0.9%	x	x	-4.4	-2.3%	-6.7	0.9%	x	-2.5%	1.2%	x
COc1ccc(N=Cc2nc(-c3ccccc3)oc2OC(=O)c2ccccc2)cc1	-0.1%	-3.1%	-10.3%	-7.2	-1.9%	-12.7	u	x	-1.0%	-0.9%	-5.6%
COc1ccc(CNC(=O)CSc2nc(-c3ccccc3)cc(-c3cccs3)c2C#N)cc1	3.0%	-2.2%	0.2%	-4.1	10.3%	42.3	u	8.7%	-2.7%	118.0%[activator]	u
CC(C)(C)C(=O)N1CCN(c2c(Cl)cccc2[N+](=O)[O-])CC1	0.7%	0.2%	9.6%	-10.3	1.3%	3.8	-2.7%	29.5%	3.6%	-3.3%	7.8%
Cc1ccc(NC(=O)COC(=O)Cn2cnc3c2c(=O)n(C)c(=O)n3C)cc1Cl	5.2%	8.6%	0.4%	-7.2	1.7%	-6.9	0.7%	-0.3%	-5.8%	-2.5%	-1.7%
O=C(NCc1ccccc1)c1cc(-c2ccco2)on1	1.2%	-0.4%	-2.5%	9.1	1.9%	-10.9	u	-7.7%	-4.3%	2.0%	-8.5%
COc1ccc2sc(N(CCN(C)C)C(=O)c3ccc4ccccc4c3)nc2c1	3.6%	1.5%	2.8%[0.46 µM]	-33.8	4.0%	-0.8	-9.0%	-1.7%	3.2%	-7.0%	-27.2%
Cc1ccc(CN2CCC(n3nccc3NC(=O)c3ccc4c(c3)OCO4)CC2)o1	-0.4%	-1.5%	2.7%	-7.2	3.6%	29.8	0.7%	-0.8%	-1.2%	9.9%	-13.7%

A portion of the library; rates above refer to the full screens.
